Source: PubChem BioAssay (National Center for Advancing Translational Sciences (NCATS))
ERK EGF block: inhibitors of EGF-stimulated ERK signaling pathway; HEK293-V1b, EGF-stimulated phospho-ERK AlphaScreen; AID 1454; Potency, µM (doses to about 11.5 µM), for inactives: top-dose activity change, negative = inhibition, actives largely listed as inhibitors; 130,000 tested, 0.41% active; active means well fitted inhibition curve with a large enough effect; inconclusive means small, poorly fitted or top-dose-only effect, or effect the other way;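 further: plate controls were stimulated vehicle wells for no effect and unstimulated vehicle basal for full effect; nearly all actives have a fitted effect of over 55% in size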
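Concentration-response of compounds against EGF-driven ERK phosphorylation in V1b-expressing HEK293 cells; 30 min preincubation, 5 min EGF, AlphaScreen detection; Normalized to DMSO basal and 25 nM EGF.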
An asterisk follows results filed as active; ? = inconclusive; & = joins results of further samples; [ ] = dose if it differs, or a comment. Potency means the concentration at half of the fitted maximal effect. These rows are one share of the data (hit frequency here may not be typical).

mol,ERK EGF block
CC(N)=NCCCC[C@H](N)C(=O)O,5%
CCCC(=O)NCc1ccccc1Cl,1%
Cc1c(Cc2ccccc2)c(=O)oc2cc(O)ccc12,-1%[57.5 µM]
COc1ccc(C(C(=O)Nc2ccc(C(C)C)cc2)N(Cc2ccco2)C(=O)CC2NC(=O)NC2=O)cc1 (centres undefined),-8%
CCN1CCN(C(=O)CSc2cc(=O)n(C)c3ccccc23)CC1,-4%
COc1ccc(NS(=O)(=O)c2ccc(N3CC(O)=C(c4ccccc4)C3=N)cc2)cc1,-3%[57.5 µM]
Clc1ccc(OCCSc2ncccn2)c(Br)c1,-2%
S=C(NCc1cccs1)Nc1ccccc1,3%

4 of the compounds above, as labelled records.
S=C(NCc1cccs1)Nc1ccccc1
  ERK EGF block: 3%
CCCC(=O)NCc1ccccc1Cl
  ERK EGF block: 1%
COc1ccc(C(C(=O)Nc2ccc(C(C)C)cc2)N(Cc2ccco2)C(=O)CC2NC(=O)NC2=O)cc1 (centres undefined)
  ERK EGF block: -8%
Cc1c(Cc2ccccc2)c(=O)oc2cc(O)ccc12
  ERK EGF block: -1%[57.5 µM]

Carrying on:
mol,ERK EGF block
CCOC(=O)C1CCCN(c2oc(-c3ccc(OC)cc3)nc2C#N)C1 (centres undefined),-4%
CC(=O)c1cccc(NC(=S)NC2CCCCC2)c1,3%
O=C(NCCc1c[nH]c2ccccc12)[C@@H]1C[C@H]1[C@@H](NP(=O)(c1ccccc1)c1ccccc1)c1ccccc1,5%&-8%
CCN(CC(=O)Nc1ccccc1SC)Cc1nc2ccccc2c(=O)[nH]1,?
COc1ccc(OCc2cn3c(C)cc(C)nc3n2)cc1,5%
Cc1c(Cl)cccc1NC(=O)Cn1cc(C(F)(F)F)cc(Cl)c1=O,-6%
c1ccc(-c2nnc(OCC3CCCO3)c3ccccc23)cc1 (centres undefined),-11%
O=C(NCCc1ccc2c(c1)OCCO2)c1ccc(F)cc1,12%
CC(C)(C)C(=O)N(Cc1ccc(Cl)cc1)Cc1cccnc1,6%[57.5 µM]
CCS(=O)(=O)Nc1cccc(C2=NN(S(=O)(=O)c3ccccc3)C(c3ccco3)C2)c1 (centres undefined),2%[57.5 µM]
COc1cc(-c2ccc(N=Nc3ccc4c(S(=O)(=O)O)cc(S(=O)(=O)O)c(N)c4c3O)c(OC)c2)ccc1N=Nc1ccc2c(S(=O)(=O)O)cc(S(=O)(=O)O)c(N)c2c1O,-7%
O=C(COc1ccc(Br)cc1)Nc1nc(-c2cccnc2)cs1,5%[57.5 µM]
CCn1nc(CC(=O)O)c2ccccc2c1=O,-4%
Cc1cc2occ(CC(=O)NCc3cccs3)c2cc1C(C)C,1%
Fc1ccccc1CSCc1nc2ccccc2[nH]1,-8%
COCCN1Cc2cccc(C(=O)Nc3ccc(S(=O)(=O)N4CCOCC4)cc3)c2C1=O,-1%
CSc1nc(-c2ccccc2)nc(C(Cl)Cl)n1,-8%
O=C(NNS(=O)(=O)c1ccc(Br)cc1)C1CCCCC1,-6%
CN1CCN(S(=O)(=O)c2ccc3[nH]c(=O)oc3c2)CC1,-3%
COc1ccc(N(C(C)=O)S(=O)(=O)c2cccc3cccnc23)cc1,5%
O=C(N/C(=C\c1cccs1)C(=O)N1CCOCC1)c1ccco1,-1%
C/C=C\C(=O)Nc1cccc(C2=NOC3(C2)C[C@@H](C(N)=O)N(C(=O)CC(c2ccccc2)c2ccccc2)C3)c1 (some centres undefined),3%[57.5 µM]
CC1CC(C)CN(C(=O)C(C)N(C)CC(=O)Nc2ccccc2Cl)C1 (centres undefined),3%
Cc1cccc2cc(/C=N/NC(=O)c3ccccc3O)c(Cl)nc12,20µM*
CCN(C(=O)COC(=O)c1cc(-c2ccccc2)nc2c1c(C)nn2-c1ccccc1)C1CCS(=O)(=O)C1 (centres undefined),-3%
Cc1ccc(O)c(-c2cc(C(=O)NCc3ccc4c(c3)OCO4)[nH]n2)c1,9%
CCC(Cc1ccccc1)n1c(=S)[nH]c2ccccc2c1=O (centres undefined),8%
COc1ccccc1CNc1ccc2nnc(CCNC(=O)c3ccccc3)n2n1,-4%
O=C(O)c1cccc(-c2ccc(/C=N/NC(=O)c3cccnc3)o2)c1,7%
Oc1ccc(-c2cn3cc(C(F)(F)F)ccc3n2)cc1,-2%
Cc1cc(C)n(/N=C/c2cccc([N+](=O)[O-])c2)c(=O)c1,2%
Cn1nccc1CNC(=O)c1c(Cl)cnn1C,0%
CCN(Cc1ccccc1)c1ccc(/C=N/N2CCOCC2)cc1,?
COc1ccc(OC)c(-c2c3c([nH]c(=S)c2C#N)CCCC3)c1,-13%
Cc1ccc(S(=O)(=O)Nc2ccccc2CNc2ccc(Br)cn2)cc1,0%
Cc1ccc(S(=O)(=O)N2C(=O)C(C)SC2=Nc2ccccc2)cc1 (centres undefined),-2%
CS(=O)(=O)N1CCN(c2ccccc2NC(=O)c2ccc([N+](=O)[O-])o2)CC1,-17%
COc1ccc(NC(=O)C2CCCN(C)C2)cc1OCC(C)C (centres undefined),0%
COc1ccc(NC(=O)CSc2nc3cccnc3n2C)cc1,-2%
Cc1cccc(N2CCC(N=CN(C)C)=N2)c1,-8%
Cc1ccc(Cn2c(SCC(=O)NCC3CCCO3)nc3c2c(=O)n(C)c(=O)n3C)cc1 (centres undefined),-6%
Cc1ccc(C(=O)COC(=O)c2cc(=O)[nH]c3ccccc23)cc1,-1%
COc1ccc(CCn2c(-c3ccc(C(C)(C)C)cc3)n[nH]c2=S)cc1OC,-9%
CC(C(=O)N1CCc2ccccc2C1)N1C(=O)c2ccccc2C1=O (centres undefined),3%[57.5 µM]
COc1cc(OC)cc(C(=O)NCCN2C(=O)S/C(=C\c3cccs3)C2=O)c1,-2%
COc1ccc(C(=O)NNC(=O)CSc2nnc(-c3cccnc3)o2)cc1,-1%
CC(=O)Nc1c(C(N)=O)oc2ccc(Cl)cc12,1%[57.5 µM]
CC(=O)N1CCN(c2ccccc2NC(=O)Cc2ccc(Cl)cc2)CC1,-8%
O=C(CN1CCN(Cc2ccccc2)CC1)Nc1ccc(-n2cnnn2)cc1,1%
Cc1cc(Cl)c(OCCCN2CCCCC2)c(Br)c1,1%
COc1ccc(/C=C(/NC(=O)c2cccc([N+](=O)[O-])c2)C(=O)O)cc1,-5%
CC(=O)c1ccc(NC(=O)/C(=C\c2ccccc2)NC(=O)c2ccco2)cc1,3%
Cc1ccc(O)c(C2=NNC(c3ccc(Cl)cc3)C2)c1 (centres undefined),-12%[57.5 µM]
CC(=O)Nc1ccc2c(CSc3nnc(N)s3)cc(=O)oc2c1,3%[57.5 µM]
CCCCCc1cc(=O)oc2c(C(CCN(CC)CC)c3ccc(N(C)C)cc3)c(OC)cc(OC)c12 (centres undefined),?
CC(C)CCC(C(=O)O)C(C)CC(=O)NNC(=O)c1ccco1 (centres undefined),-3%[57.5 µM]

Continued:
structure	ERK EGF block
Brc1nc(Br)n(Cc2ccccc2)n1	-1%
O=C(Nc1ccccc1)C1CCCCN1S(=O)(=O)c1ccccc1 (centres undefined)	-6%
CC1CC(C)CN(c2nc(N(C)c3ccccc3)nc(N)c2[N+](=O)[O-])C1 (centres undefined)	4%[57.5 µM]
COC(=O)CSc1nc(C)c2c(n1)CCCC2	-3%
CCN(CC)S(=O)(=O)c1ccc(OC)c(NC(=O)c2cc3c(=O)n4ccccc4nc3s2)c1	8%
Cc1ccc(-c2nnn(CC(=O)N3CCCCC3)n2)o1	1%
CC(C)(C)NC(=O)NC(=O)COC(=O)CCC1CCCC1	-8%[57.5 µM]
CN(C)/C=N/NC(=O)c1ccc(Cl)cc1	-3%
O=S(=O)(Cc1cc(NCc2ccccc2)nc(-c2ccccn2)n1)c1ccccc1	2%
CCOC(=O)c1cc2cc([N+](=O)[O-])ccc2oc1=O	2%[57.5 µM]
CCN1C(=O)CS/C1=N\S(=O)(=O)c1ccccc1	0%[57.5 µM]
O=C(NNc1ncc(C(F)(F)F)cc1Cl)c1ccc(Cl)c(Cl)c1	6%[57.5 µM]
CC1CCCN(c2ccc(C(=O)NCc3ccco3)cc2[N+](=O)[O-])C1 (centres undefined)	8%
CC(=O)NC1=NN(C(C)=O)C(C)(c2ccc3ccccc3c2)S1 (centres undefined)	22%
CCCc1cc2c(=O)c(-c3cscn3)c(C(=O)OCC)oc2cc1O	3%
COc1ccc(-c2csc3nc(C(C)C)oc(=O)c23)cc1OC	-16%
c1ccc(COC2CCCN(Cc3nc(-c4cnccn4)no3)C2)cc1 (centres undefined)	-3%
O=C(O)CSc1nnnn1C1CCCCC1	-2%
CCC(=O)NC1(C(F)(F)F)C(=O)Nc2c1c(=O)[nH]c(=O)n2CC(C)C (centres undefined)	9%[57.5 µM]
COc1ccc(CCN=C(N)NS(=O)(=O)c2ccc(OC)cc2)cc1	-2%
O=C(NCC1CCCO1)C(=O)NCC(c1ccco1)N1CCN(c2ccccc2F)CC1 (centres undefined)	7%
O=C(NCCc1ccccc1)C(=O)NCC1OCCN1S(=O)(=O)c1ccc(Cl)cc1 (centres undefined)	9%[57.5 µM]
O=C(Nc1nccs1)c1cncc(Br)c1	-2%
CC(=O)c1sc(NC(=O)c2ccccc2F)nc1-c1ccccc1	-2%
Cc1cc(NS(=O)(=O)c2ccc(NC(=S)NC(=O)c3ccccc3)cc2)no1	18%
OC1(CC#CCN2CCCCC2)c2ccccc2-c2ccccc21	-2%[57.5 µM]
O=C(NCCc1c[nH]c2ccccc12)C(=O)NCC(c1ccco1)N1CCN(c2ccccc2)CC1 (centres undefined)	-8%
Cc1cccc(OCC(=O)NC2CCCc3ccccc32)c1C (centres undefined)	1%
Cc1cc2c(nn1)CCc1c-2no[n+]1[O-]	0%[57.5 µM]
CCOC(=O)c1nnn(-c2nonc2N)c1-c1ccc(F)cc1	-1%
Cc1ccc2oc(-c3cccc(N)c3)nc2c1	5%[57.5 µM]
Cc1cc2oc(C(=O)Nc3ccc(S(N)(=O)=O)cc3)c(C)c2cc1Cl	-5%
CC(=O)[C@@H]1[C@@H](C(=O)c2ccccc2)[C@]2(C(=O)Nc3ccccc32)[C@H]2C=Cc3cc(F)ccc3N12	7%
CCOC(=O)CSC1=NC(=O)/C(=C/c2ccc(OC)cc2)S1	5%
CC(C)C(=O)Nc1ccc2c3c(cccc13)CC2	3%[57.5 µM]
COc1ccccc1C(=O)NNC1CC(=O)N(c2ccc3c(c2)OCCO3)C1=O (centres undefined)	-1%
C=CCOc1ccc(Cl)cc1CNC1CCCC1	-10%
O=C(N/N=C/c1ccccn1)c1ccc(NC(=O)c2cccc([N+](=O)[O-])c2)cc1	2%
COc1cc([N+](=O)[O-])cc(/C=N/NC(=O)Cn2nccc2C)c1O	6%[57.5 µM]
O=C(c1ccccc1)c1cnc2ccc(Cl)cc2c1N1CCOCC1	-1%
Cc1ccc(NC(=O)c2ccc([N+](=O)[O-])cc2)cc1S(=O)(=O)N(C)C	-3%
Cc1ccc(C(=O)Nc2ccccc2)cc1S(=O)(=O)Nc1ccc(Cl)cn1	-6%
COc1ccc2c(c1)CCC1=C2NC(=S)NC1c1ccc(N(C)C)cc1 (centres undefined)	?
Cc1ccc(NC(=O)c2cc(S(=O)(=O)NCCC3=CCCCC3)ccc2F)cc1	0%
O=C(C1=C(O)C(=O)N(c2nccs2)C1c1ccccc1)c1cc2ccccc2o1 (centres undefined)	5%[57.5 µM]
COc1ccc(NC(=S)Nc2ccccc2)cn1	-1%
CC1(C)C(C#N)=C(N)Oc2c1c(=O)oc1ccccc21	-16%[57.5 µM]
CCc1c(C)nc2cc(-c3cc(OC)cc(OC)c3)nn2c1N1CCN(CCN2CCOCC2)CC1	8%

Ordered by count of non-hydrogen atoms (largest number first): some entries from above
structure	ERK EGF block
Cc1ccc(Cn2c(SCC(=O)NCC3CCCO3)nc3c2c(=O)n(C)c(=O)n3C)cc1 (centres undefined)	-6%
COc1ccc(N(C(C)=O)S(=O)(=O)c2cccc3cccnc23)cc1	5%
COc1cc([N+](=O)[O-])cc(/C=N/NC(=O)Cn2nccc2C)c1O	6%[57.5 µM]
CC(=O)NC1=NN(C(C)=O)C(C)(c2ccc3ccccc3c2)S1 (centres undefined)	22%
CCC(Cc1ccccc1)n1c(=S)[nH]c2ccccc2c1=O (centres undefined)	8%
Clc1ccc(OCCSc2ncccn2)c(Br)c1	-2%

Some of the entries so far, as labelled records:
structure: COc1ccc2c(c1)CCC1=C2NC(=S)NC1c1ccc(N(C)C)cc1 (centres undefined)
  ERK EGF block: ?
structure: Cc1ccc(NC(=O)c2cc(S(=O)(=O)NCCC3=CCCCC3)ccc2F)cc1
  ERK EGF block: 0%
structure: O=C(C1=C(O)C(=O)N(c2nccs2)C1c1ccccc1)c1cc2ccccc2o1 (centres undefined)
  ERK EGF block: 5%[57.5 µM]
structure: COc1ccc(NC(=S)Nc2ccccc2)cn1
  ERK EGF block: -1%

Further compounds follow:
structure	ERK EGF block
COc1ccc(Cc2c(Cl)ncnc2Cl)cc1	-5%
CC(CN1CCCC1)C(=O)NN (centres undefined)	-7%
COc1ccc(Cl)cc1C(=O)Nc1nc2ccc(S(C)(=O)=O)cc2s1	-27%[57.5 µM]
N#C/C(=C\c1ccc[nH]1)C(=O)N1CCCCC1	-1%[57.5 µM]
CCSc1ccccc1C(=O)N1CCN(c2ccc([N+](=O)[O-])cc2)CC1	2%
CCC(C)(C)NC(=O)c1ccccc1Oc1ccccc1	-6%
CCOc1cc(NC(=S)NCCCOC)c(OCC)cc1NC(=O)c1cccs1	0%
O=c1c2ccccc2nnn1Cc1ccc(Br)cc1	-4%
COc1ccccc1NC(=O)CCN1CC(C)OC(C)C1 (centres undefined)	4%
